Bioassay records: PubChem BioAssay, National Center for Advancing Translational Sciences (NCATS)
L3MBTL1 inh: qHTS Assay for the Inhibitors of L3MBTL1 | Lethal(3)malignant brain tumor-like protein 1 (Homo sapiens), Q9Y468 | AlphaScreen L3MBTL1–H3K9me1 peptide binding | Potency, µM (highest dose often 57.1 µM), for the others: at the top dose activity, negative = inhibition, most hits filed as inhibitors | 0.66% of 230,000 active | AID 485360, 2010; note: nearly all actives have a fitted effect of over 60% in size
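First, the protein-peptide complex forms for 30 min at room temperature (L3MBTL1 50 nM, biotinylated H3K9me1 peptide 75 nM). Next, compounds are pin-transferred and incubated 30 min. Finally, AlphaScreen beads are added and read after 30 min.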
KDM4E inh: qHTS Assay for Inhibitors of Human Jumonji Domain Containing 2E (JMJD2E) | Lysine-specific demethylase 4E (Homo sapiens), B2RXH2 | JMJD2E catalytic domain, FDH-coupled NADH fluorescence (FDH is formaldehyde dehydrogenase) | Potency, µM (highest dose often 57.1 µM), for inactives: at the highest dose activity change, negative = inhibition, actives largely listed as inhibitors | 1.6% of 230,000 active | AID 2147, 2009; active = well fitted inhibition curve with a large enough effect, not every such curve was filed as active; inconclusive = small, poorly fitted or top-dose-only effect, or another doubt; inactive = no such curve, though single readings can be large or run the other way;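 note: 0% = wells with enzyme and -100% = buffer wells without enzyme; nearly all actives have a fitted effect of over 50% in size; many of its hits are not listed in these tables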
TRb-SRC2 inh: qHTS for Inhibitors of the Interaction of Thyroid Hormone Receptor and Steroid Receptor Coregulator 2; Thyroid hormone receptor beta (Homo sapiens), P10828; TRbeta-SRC2 peptide binding, fluorescence polarization; receptor liganded with 1 µM T3; Potency, µM (top dose mostly 106 µM), for inactives: top-dose activity change, negative = inhibition, hits mostly inhibitors; 0.065% of 280,000 active;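 note: plate controls were bound peptide for no effect and peptide without receptor for full effect; nearly all actives have a fitted effect of over 50% in size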
Target sequence (P10828 whole entry, looked up): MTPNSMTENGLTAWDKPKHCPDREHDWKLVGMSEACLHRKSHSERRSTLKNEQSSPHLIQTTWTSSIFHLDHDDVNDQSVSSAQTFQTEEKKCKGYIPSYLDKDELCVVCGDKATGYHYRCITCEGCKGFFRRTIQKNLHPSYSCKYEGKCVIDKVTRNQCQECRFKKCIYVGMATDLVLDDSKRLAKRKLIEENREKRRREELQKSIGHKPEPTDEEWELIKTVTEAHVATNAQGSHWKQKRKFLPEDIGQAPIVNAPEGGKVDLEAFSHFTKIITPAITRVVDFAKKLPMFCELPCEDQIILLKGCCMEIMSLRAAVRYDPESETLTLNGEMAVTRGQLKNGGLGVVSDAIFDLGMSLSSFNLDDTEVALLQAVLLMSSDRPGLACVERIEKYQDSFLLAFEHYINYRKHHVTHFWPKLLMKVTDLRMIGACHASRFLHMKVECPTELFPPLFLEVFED
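Human TRb LBD (0.6 uM) plus Texas Red-labeled SRC2 peptide (20 nM), 1uM T3, 5% DMSO, 5 hr at ambient temperature. Decreased polarization (555/632 nm) flags inhibition; data normalized to free and bound peptide controls.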
Tau ThT inhib: qHTS for Inhibitors of Tau Fibril Formation, Thioflavin T Binding; 2.1% of 270,000 active; recombinant tau K18 P301L (four-repeat tau fragment), heparin-induced fibrillization, ThT fluorescence; Microtubule-associated protein tau (Homo sapiens), P10636; Potency, µM (top dose mostly 57.4 µM), for the others: at the highest dose activity, negative = inhibition, hits mostly inhibitors; AID 1460, 2008; note: nearly all actives have a fitted effect of over 55% in size
Target sequence (P10636 561-689 P618L limits assumed): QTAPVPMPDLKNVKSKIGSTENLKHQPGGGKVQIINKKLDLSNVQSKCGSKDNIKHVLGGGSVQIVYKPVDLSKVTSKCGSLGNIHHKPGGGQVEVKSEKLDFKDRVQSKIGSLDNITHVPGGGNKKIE
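Recombinant human tau K18 fragment […] carrying P301L, 15 uM unlabeled plus 0.24 uM Alexa 594-labeled, was fibrillized with 20 uM heparin in 100 mM sodium acetate pH 7 for 6 hr at 37 C; 30 uM ThT fluorescence read after 1 hr.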
TR SRC2 fluor cs: Total Fluorescence Counterscreen for Inhibitors of the Interaction of Thyroid Hormone Receptor and Steroid Receptor Coregulator 2; TRb/SRC2 Texas Red total fluorescence interference; 0.29% of 280,000 active; AID 1479, 2009; Potency, µM (top dose mostly 106 µM), for the others: at the top dose fluorescence change, negative = quenching; active = well fitted curve in either direction with a large enough effect; inconclusive = small, poorly fitted or top-dose-only effect
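Flags fluorescent or light-absorbing compounds by total fluorescence, S + 2P, at 555 nm excitation and 632 nm emission. Mixture: 20 nM Texas Red SRC2 peptide, 0.6 uM human TRb LBD, 1 uM T3, 5% DMSO; compound exposure 5 h at ambient temperature.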
Tau FP inhib: qHTS for Inhibitors of Tau Fibril Formation, Fluorescence Polarization; 0.39% of 280,000 active; K18 P301L tau heparin fibrillization, Alexa594 FP, 6 h; AID 1468, 2008; Potency, µM (highest dose often 57.7 µM), without a hit: at the top dose activity, negative = inhibition, usual class: inhibitors; Microtubule-associated protein tau (Homo sapiens), P10636; note: nearly all actives have a fitted effect of over 55% in size
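FP of Alexa 594-tau after heparin (20 uM) induction. Substrate: human K18 P301L, 15 uM unlabeled, 0.24 uM labeled. Buffer 100 mM sodium acetate pH 7. 6 hr, 37 C.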
RECQ1 helicase: qHTS Assay for Inhibitors of RecQ-Like Dna Helicase 1 (RECQ1); RECQ1 DNA unwinding, red fluorescence kinetic read; AID 2549, 2010; Potency, µM (doses to about 57.3 µM), for the others: top-dose activity, negative = inhibition, actives largely listed as inhibitors; ATP-dependent DNA helicase Q1 (Homo sapiens), P46063; 0.54% of 240,000 active;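 note: plate controls were vehicle for no effect and no enzyme for full effect; nearly all actives have a fitted effect of over 30% in size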
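50 nM RECQ1T1 preincubated 15 min with compound in Tris pH 8.0 buffer with MgCl2, DTT, Tween-20 and 2.5 ug/ml poly(dI-dC); started with 200 nM TAMRA/BHQ-2 forked duplex and 2 mM ATP. Unwinding read as fluorescence (525/598 nm), two reads 2 h apart.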
GoLoco inh red: qHTS Assay for Inhibitors of RGS12 GoLoco Motif Activity (Red Fluorophore) | Gai1:RGS12 GoLoco peptide FP, rhodamine, 10 min | Potency, µM (top dose mostly 61.6 µM), for the others: at the highest dose activity, negative = inhibition, hits mostly inhibitors | 0.44% of 230,000 active; active = well fitted inhibition curve with a large enough effect, not every such curve was filed as active; inactive = no such curve, though single readings can be large or run the other way; note: nearly all actives have a fitted effect of over 30% in size; many of its hits are not listed in these tables
Target sequence (P63096 whole entry, looked up): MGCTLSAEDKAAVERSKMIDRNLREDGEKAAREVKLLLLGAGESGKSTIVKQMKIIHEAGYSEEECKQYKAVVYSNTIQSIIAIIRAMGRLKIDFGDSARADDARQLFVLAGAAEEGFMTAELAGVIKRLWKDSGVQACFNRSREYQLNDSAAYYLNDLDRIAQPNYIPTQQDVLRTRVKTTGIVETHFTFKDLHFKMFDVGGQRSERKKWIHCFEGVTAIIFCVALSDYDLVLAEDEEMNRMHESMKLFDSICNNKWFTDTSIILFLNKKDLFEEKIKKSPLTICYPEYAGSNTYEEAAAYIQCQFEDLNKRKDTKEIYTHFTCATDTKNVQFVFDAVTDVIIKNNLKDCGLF
* marks the source's active call; other numbers are inactive results; & = joins results of further samples; [ ] = another dose, or the depositor's remark. Unless noted, calls come from the whole dose curve; as a rule, active = well fitted curve in the direction sought with a large enough effect; inconclusive = small, poorly fitted or top-dose-only effect, or another doubt; inactive = no such curve, though single readings can be large; an effect the other way counts as inactive or inconclusive. Unless noted, % is set by controls: 0 for no effect and ±100 for the full control effect; potency is the fitted concentration of half-maximal effect. Not all compounds are listed, so the mix of outcomes need not match the whole.

For O=C1c2oc3ccc(Cl)cc3c(=O)c2C(c2cccnc2)N1Cc1ccco1 (centres undefined) the results were L3MBTL1 inh 4.8%, KDM4E inh 7.8%, TRb-SRC2 inh 3.0%, Tau ThT inhib -14.6%, TR SRC2 fluor cs -0.3%, Tau FP inhib -2.4%, RECQ1 helicase -3.6% and GoLoco inh red 3.1%.
For C=Cc1ccc2c(c1)N(C)C(=C)S2 the results were L3MBTL1 inh 1.9%, KDM4E inh -21.6%, TRb-SRC2 inh 3.0%, Tau ThT inhib inconclusive, TR SRC2 fluor cs 1.9%, Tau FP inhib inconclusive, RECQ1 helicase -11.2% and GoLoco inh red 4.8%.
For CN(C1CCCCC1)S(=O)(=O)c1ccc2c(c1)c(=O)c(C(=O)NCc1ccccc1Cl)cn2C the results were TRb-SRC2 inh -4.6%, Tau ThT inhib -6.6%, TR SRC2 fluor cs -0.1% and Tau FP inhib -9.6%.
For Cc1ccc(Nc2nc(C(=O)N3CCC(C(=O)N4CCN(C)CC4)CC3)cs2)cc1 the results were L3MBTL1 inh -1.4%, KDM4E inh -7.1%, TRb-SRC2 inh 3.4%, Tau ThT inhib -8.2%, TR SRC2 fluor cs -1.0%, Tau FP inhib 4.3%, RECQ1 helicase -8.2% and GoLoco inh red 8.5%.
For COc1ccc(C)cc1NC(=O)C(c1ccccc1)N1CCNC(=O)C1 (centres undefined) the results were L3MBTL1 inh 3.6%, KDM4E inh 10.3%, TRb-SRC2 inh -4.5%, Tau ThT inhib 0.5%, TR SRC2 fluor cs 0.1%, Tau FP inhib 1.8%, RECQ1 helicase inactive and GoLoco inh red 7.2%.
For CCC(C)(C)C1CCC2(CC1)NC(CO)(CO)CO2 (centres undefined) the results were L3MBTL1 inh 6.1%, KDM4E inh 34.3%[activator], TRb-SRC2 inh -3.7%, Tau ThT inhib -1.8%, TR SRC2 fluor cs -4.7%, Tau FP inhib 0.7%, RECQ1 helicase -2.2% and GoLoco inh red -3.5%.
Screening O=C(NCCCc1nc2ccccc2n1Cc1ccccc1Cl)C1CCCCC1 returned TRb-SRC2 inh -6.7%, Tau ThT inhib -6.4%, TR SRC2 fluor cs -0.1% and Tau FP inhib 3.3%.
Screening COCCSc1ccccc1C(=O)NCCCn1ccnc1 returned L3MBTL1 inh -9.8%, KDM4E inh 4.9%, TRb-SRC2 inh -0.2%, Tau ThT inhib 2.8%, TR SRC2 fluor cs -1.4%, Tau FP inhib -1.7%, RECQ1 helicase -12.8% and GoLoco inh red -18.3%.
Screening CC(=O)OCC(=O)[C@@]1(O)CC[C@H]2[C@@H]3CCC4=CC(=O)CC[C@]4(C)[C@H]3C(=O)C[C@@]21C returned KDM4E inh -1.5%&7.4%, TRb-SRC2 inh -3.4%&1.7%, Tau ThT inhib -7.8%&-3.0%, TR SRC2 fluor cs 2.0%&1.7%, Tau FP inhib -10.7%&-3.8%, RECQ1 helicase -9.2% and GoLoco inh red 16.5%&5.6%.
Screening O=C(CNS(=O)(=O)c1cccc(Cl)c1)OCc1csc(-c2ccccc2)n1 returned L3MBTL1 inh 15.4%, KDM4E inh -5.6%, TRb-SRC2 inh -4.0%, Tau ThT inhib -15.5%, TR SRC2 fluor cs -6.0%, Tau FP inhib inconclusive, RECQ1 helicase -13.4% and GoLoco inh red -38.1%.
Screening O=C(NCc1cccnc1)NC1CCCN1S(=O)(=O)c1ccc(Cl)cc1 (centres undefined) returned L3MBTL1 inh inconclusive, KDM4E inh 1.0%, TRb-SRC2 inh 3.0%, Tau ThT inhib 3.3%, TR SRC2 fluor cs -0.7%, Tau FP inhib 8.5%, RECQ1 helicase 1.0% and GoLoco inh red 0.2%.
For CCOC(=O)CN(C(=O)CSc1nnc(C)n1-c1ccccc1)c1cccc([N+](=O)[O-])c1 the results were KDM4E inh 11.7%, TRb-SRC2 inh -1.2%, Tau ThT inhib -6.7%, TR SRC2 fluor cs -1.7%, Tau FP inhib -5.9%, RECQ1 helicase 6.6% and GoLoco inh red 2.4%.
`O=C(NCC1CCCO1)C(c1cccs1)N(C(=O)Cn1nnc(-c2cccs2)n1)C1CCCC1` (centres undefined) gave L3MBTL1 inh 1.5%, KDM4E inh 1.3%, TRb-SRC2 inh 19.2%, Tau ThT inhib -5.5%, TR SRC2 fluor cs 17.3%, Tau FP inhib 6.6%, RECQ1 helicase -25.7% and GoLoco inh red 140.2%[activator].
CN(C(=O)N1CCN(c2ccccn2)CC1)c1ccccc1 was read as L3MBTL1 inh -1.3%, KDM4E inh inconclusive, TRb-SRC2 inh -2.9%, Tau ThT inhib -14.7%, TR SRC2 fluor cs 0.6%, Tau FP inhib 0.0%, RECQ1 helicase inactive and GoLoco inh red 4.0%.
Screening CC(C)CCOc1cccc(OCC(=O)O)c1 returned KDM4E inh 3.8%, TRb-SRC2 inh 5.2%, Tau ThT inhib -11.9%, TR SRC2 fluor cs 0.2%, Tau FP inhib -11.7%, RECQ1 helicase -13.5% and GoLoco inh red 4.0%.
Screening O=C(CN1C(=O)COc2ccc(S(=O)(=O)N3CCOCC3)cc21)N1CCN(c2ccc(F)cc2)CC1 returned TRb-SRC2 inh -4.8%, Tau ThT inhib 6.4%, TR SRC2 fluor cs 0.2% and Tau FP inhib -2.7%.
Screening Cc1ccc(C(=O)C2CCN(CC(=O)N3CCN(c4ccc(F)cc4)CC3)CC2)cc1 returned KDM4E inh -6.4%, TRb-SRC2 inh 0.7%, Tau ThT inhib -22.8%, TR SRC2 fluor cs -3.9%, Tau FP inhib 7.6%, RECQ1 helicase -0.8% and GoLoco inh red -10.2%.
`COc1ccc(C)cc1-n1nnnc1SCC(=O)c1ccc2c(c1)OCCO2` gave L3MBTL1 inh -2.8%, KDM4E inh -1.8%, TRb-SRC2 inh -7.5%, Tau ThT inhib -5.0%, TR SRC2 fluor cs 2.2%, Tau FP inhib -16.5%, RECQ1 helicase -13.3% and GoLoco inh red 3.1%.
Screening COc1ccccc1NC(=O)c1ccc(NS(=O)(=O)c2ccc(F)c(Cl)c2)cc1 returned L3MBTL1 inh 0.6%, KDM4E inh 11.4%, TRb-SRC2 inh -0.6%, Tau ThT inhib -5.6%, TR SRC2 fluor cs -1.3%, Tau FP inhib -13.3%, RECQ1 helicase -7.1% and GoLoco inh red -3.4%.
CN(C)Cc1ccccc1Sc1cccc2ccccc12 was read as L3MBTL1 inh -18.3%, KDM4E inh 0.4%, TRb-SRC2 inh -2.8%, Tau ThT inhib -4.9%, TR SRC2 fluor cs 1.0%, Tau FP inhib 3.7%, RECQ1 helicase -0.7% and GoLoco inh red 6.9%.
Screening O=C1CCCc2oc3ccc(O)cc3c21 returned L3MBTL1 inh -29.8%, KDM4E inh -3.1%, TRb-SRC2 inh -15.2%, Tau ThT inhib -6.0%, TR SRC2 fluor cs -2.7%, Tau FP inhib -3.4%, RECQ1 helicase -0.8% and GoLoco inh red -15.9%.
`O=C(NN=C1CCCC1)C(=O)Nc1cccc(C(F)(F)F)c1` gave L3MBTL1 inh 5.5%, KDM4E inh 62.4%[activator], TRb-SRC2 inh 1.7%, Tau ThT inhib -14.3%, TR SRC2 fluor cs -3.6%, Tau FP inhib 5.4%, RECQ1 helicase -9.0% and GoLoco inh red 2.7%.
Screening Cc1ccc(C(=O)NC(=S)Nc2ccc3c(c2)OCCO3)c(C)c1 returned L3MBTL1 inh -7.8%, KDM4E inh -7.4%, TRb-SRC2 inh -3.8%, Tau ThT inhib inconclusive, TR SRC2 fluor cs -1.0%, Tau FP inhib -7.2%, RECQ1 helicase -10.4% and GoLoco inh red -1.7%.
COC(=O)c1ccc(Cn2nc(-c3ccc(C)cc3)ccc2=O)cc1 was read as TRb-SRC2 inh -1.2%, Tau ThT inhib -3.5%, TR SRC2 fluor cs -0.6% and Tau FP inhib -2.4%.
Screening Cc1ccccc1Oc1cc(NC(=O)CCCn2nc(C)c([N+](=O)[O-])c2C)cc([N+](=O)[O-])c1 returned L3MBTL1 inh -6.2%, KDM4E inh 5.9%, TRb-SRC2 inh 1.6%, Tau ThT inhib 2.3%, TR SRC2 fluor cs 1.5%, Tau FP inhib 15.1%, RECQ1 helicase -22.2% and GoLoco inh red 11.1%.
For CCOc1cc(/C=N/NC(N)=O)cc(Br)c1OCc1ccccc1 the results were L3MBTL1 inh 11.8%, KDM4E inh -16.8%, TRb-SRC2 inh -15.7%, Tau ThT inhib -6.5%, TR SRC2 fluor cs 0.9%, Tau FP inhib 6.0%, RECQ1 helicase inactive and GoLoco inh red 2.6%.
`CCc1c(C)sc2nc3c(C(=O)N4CCOCC4)cc(C(=O)c4cc(F)ccc4O)cn3c(=O)c12` gave L3MBTL1 inh inconclusive, KDM4E inh -9.5%, TRb-SRC2 inh -2.4%, Tau ThT inhib inconclusive, TR SRC2 fluor cs -3.0%, Tau FP inhib 3.9%, RECQ1 helicase 13.3% and GoLoco inh red 41.3%[activator].
CCCOc1ccc(C(=O)Nc2ccc3oc(-c4ccc(N(C)C)cc4)nc3c2)cc1 was read as TRb-SRC2 inh -8.8%, Tau ThT inhib inconclusive, TR SRC2 fluor cs inconclusive and Tau FP inhib -0.8%.
